From PubChem
LmPK inh – blocks Leishmania mexicana pyruvate kinase activity | Q27686 | purified LmPK, Kinase-Glo ATP luminescence, 1 h | Potency, µM (top dose mostly 57.5 µM), for the others: at the top dose activity change, negative = inhibition, usual class: inhibitors | 290,000 compounds, 0.37% hits
Target sequence (Q27686 whole entry, looked up): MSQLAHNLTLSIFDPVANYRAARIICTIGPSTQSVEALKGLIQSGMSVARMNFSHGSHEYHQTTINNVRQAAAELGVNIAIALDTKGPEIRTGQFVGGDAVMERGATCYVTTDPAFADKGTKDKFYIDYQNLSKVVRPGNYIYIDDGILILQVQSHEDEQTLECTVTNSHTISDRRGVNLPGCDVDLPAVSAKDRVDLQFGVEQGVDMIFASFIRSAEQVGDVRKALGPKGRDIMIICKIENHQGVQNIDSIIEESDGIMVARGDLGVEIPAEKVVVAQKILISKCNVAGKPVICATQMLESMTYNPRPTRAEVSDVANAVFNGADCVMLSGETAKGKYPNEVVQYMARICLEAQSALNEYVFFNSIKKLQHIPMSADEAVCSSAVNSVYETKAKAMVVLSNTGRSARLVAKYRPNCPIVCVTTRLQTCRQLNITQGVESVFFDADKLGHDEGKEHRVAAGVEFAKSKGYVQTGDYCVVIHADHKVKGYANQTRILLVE
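ATP generated from ADP (0.1 mM) and PEP (0.5 mM) by 0.1 nM LmPK over 1 h at room temperature (pH 7.2 imidazole buffer) was detected by coupled luciferase luminescence. Values were normalized to uninhibited and no-enzyme wells.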
HCV inh – blocks hepatitis C virus. Huh7.5.1 HCVcc-Cre infection, luciferase reporter, 44 h. AID 651820. Potency, µM (titrated, usually from 41.8 µM), for the others: top-dose activity change, negative = inhibition, most hits filed as inhibitors. 340,000 compounds, 3.4% hits
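Cells seeded at 1,000/well and cultured 4 h, then compounds added followed by HCVcc-Cre virus (~0.5 moi). After 44 h further culture, luciferase substrate was added, plates held 15 min at room temperature, and luminescence read for 15 sec.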
TbPYK inhibitor – blocks Trypanosoma brucei pyruvate kinase; 410,000 compounds, 0.12% hits; Potency, µM (highest dose often 76.8 µM), inactives show at the top dose activity, negative = inhibition, hits mostly inhibitors; TbPYK enzyme, Kinase-Glo Plus ATP luminescence, 45 min; Q57TT1; note: nearly all actives have a fitted effect of over 50% in size
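Screened from lowest to highest concentration, compounds were pinned into TbPYK/substrate mixtures, and ADP (130 uM final) was added. Plates sat at room temperature for 45 min prior to Kinase-Glo Plus detection by luminescence.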
Sm TGR inh – blocks Schistosoma mansoni thioredoxin glutathione reductase; Q962Y6; purified TGR, DTNB reduction, TNB absorbance 405 nm; Potency, µM (titrated, usually from 114 µM), for inactives: top-dose activity change, negative = inhibition, most hits filed as inhibitors; 360,000 compounds, 3% hits; AID 485364; note: nearly all actives have a fitted effect of over 60% in size
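Kinetic colorimetric format: TGR-catalysed, NADPH-driven DTNB reduction monitored via TNB absorbance. Enzyme dispensed at 20 nM; compound exposure 15 min at room temperature before reaction start.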
Pf growth 48h – inhibits P. falciparum growth in the first generation, 48 h; P. falciparum luciferase growth in erythrocytes, 48 h; Potency, µM (highest dose often 28.7 µM), inactives show at the highest dose activity change, negative = inhibition, actives largely listed as inhibitors; AID 504832; 310,000 compounds, 5.9% hits
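A one-generation exposure of luciferase-tagged malaria parasites in RPMI 1640/Albumax erythrocyte culture, 37 C and 5% CO2. Inhibition is inferred from decreased luminescence after adding detection reagent.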
Pf growth 96h – P. falciparum growth inhibition at 96 hours; P. falciparum luciferase reporter growth, 96 h; Potency, µM (highest dose often 28.7 µM), for inactives: top-dose activity change, negative = inhibition, usual class: inhibitors; 320,000 compounds, 6.9% hits; AID 504834
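Parasite growth measured via integrated firefly luciferase reporter in P. falciparum. Infected erythrocytes at 2% hematocrit, 0.05% parasitemia final were treated 96 hours at 37 C under 5% CO2, and luminescence was read.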
The depositor's hits bear a star; & = joins results of further samples; [ ] = dose if it differs, or a comment. Calls come from the whole dose curve; as a rule, active = well fitted curve in the direction sought with a large enough effect; inconclusive = small, poorly fitted or top-dose-only effect, or another doubt; inactive = no such curve, though single readings can be large; an effect the other way counts as inactive or inconclusive. % is set by controls: 0 for no effect and ±100 for the full control effect; potency is the fitted concentration of half-maximal effect. Rows were taken by chance. About 16% of those tested had a hit in this group.

Preview, 7 compounds:
O=C(Nc1ccc(NC(=O)C2CC2)nc1)c1cccnc1 was read as LmPK inh -2%, HCV inh 6%, TbPYK inhibitor 4%, Sm TGR inh 15%, Pf growth 48h 62%[activator] and Pf growth 96h 0%.
`Cc1ccc(N=C2NC(=O)S/C2=C\c2ccco2)cc1` gave LmPK inh -7%, HCV inh inconclusive, TbPYK inhibitor 8%, Sm TGR inh -30%, Pf growth 48h inconclusive and Pf growth 96h inconclusive.
For COc1ccc2[nH]c(=O)c(CN(CCCN(C)C)C(=O)Nc3ccc(F)cc3)cc2c1 the results were LmPK inh -2%, HCV inh inconclusive, TbPYK inhibitor 0%, Sm TGR inh -3%, Pf growth 48h 13µM* and Pf growth 96h 54%[activator].
`CCOc1ccc(N=Nc2ccc(O)c3ncccc23)cc1` gave LmPK inh -6%, HCV inh 7.9µM*, TbPYK inhibitor -6%, Sm TGR inh 1%, Pf growth 48h 0.74µM* and Pf growth 96h -3%.
O=C1N[C@@H](Cc2ccccc2)C(=O)N2CCC[C@@H]12 was read as LmPK inh 6%, HCV inh 13%, TbPYK inhibitor -14%, Sm TGR inh 6%, Pf growth 48h 0% and Pf growth 96h 0%.
Screening COc1ccc(-c2nc(=S)[nH][nH]2)cc1 returned LmPK inh -1%, HCV inh -3%, TbPYK inhibitor inconclusive, Sm TGR inh 0%, Pf growth 48h 89%[activator] and Pf growth 96h inconclusive.
Screening COC(=O)c1ccc(N2CCN(S(=O)(=O)c3ccc(Br)cc3)CC2)c([N+](=O)[O-])c1 returned LmPK inh 4%, HCV inh inconclusive, TbPYK inhibitor -2%, Sm TGR inh 1%, Pf growth 48h inconclusive and Pf growth 96h inconclusive.

All compounds of this part, from the start:
O=C(Nc1ccc(NC(=O)C2CC2)nc1)c1cccnc1 was read as LmPK inh -2%, HCV inh 6%, TbPYK inhibitor 4%, Sm TGR inh 15%, Pf growth 48h 62%[activator] and Pf growth 96h 0%.
`Cc1ccc(N=C2NC(=O)S/C2=C\c2ccco2)cc1` gave LmPK inh -7%, HCV inh inconclusive, TbPYK inhibitor 8%, Sm TGR inh -30%, Pf growth 48h inconclusive and Pf growth 96h inconclusive.
For COc1ccc2[nH]c(=O)c(CN(CCCN(C)C)C(=O)Nc3ccc(F)cc3)cc2c1 the results were LmPK inh -2%, HCV inh inconclusive, TbPYK inhibitor 0%, Sm TGR inh -3%, Pf growth 48h 13µM* and Pf growth 96h 54%[activator].
`CCOc1ccc(N=Nc2ccc(O)c3ncccc23)cc1` gave LmPK inh -6%, HCV inh 7.9µM*, TbPYK inhibitor -6%, Sm TGR inh 1%, Pf growth 48h 0.74µM* and Pf growth 96h -3%.
O=C1N[C@@H](Cc2ccccc2)C(=O)N2CCC[C@@H]12 was read as LmPK inh 6%, HCV inh 13%, TbPYK inhibitor -14%, Sm TGR inh 6%, Pf growth 48h 0% and Pf growth 96h 0%.
Screening COc1ccc(-c2nc(=S)[nH][nH]2)cc1 returned LmPK inh -1%, HCV inh -3%, TbPYK inhibitor inconclusive, Sm TGR inh 0%, Pf growth 48h 89%[activator] and Pf growth 96h inconclusive.
Screening COC(=O)c1ccc(N2CCN(S(=O)(=O)c3ccc(Br)cc3)CC2)c([N+](=O)[O-])c1 returned LmPK inh 4%, HCV inh inconclusive, TbPYK inhibitor -2%, Sm TGR inh 1%, Pf growth 48h inconclusive and Pf growth 96h inconclusive.
For Cc1cc(Br)ccc1S(=O)(=O)n1ccnc1C the results were LmPK inh -1%, HCV inh 19%, TbPYK inhibitor -2%, Pf growth 48h 2% and Pf growth 96h 0%.
`CCOC(=O)CCCNC(=O)COC(=O)c1cc(Br)c(Br)s1` gave LmPK inh -1%, HCV inh 10%, TbPYK inhibitor 7%, Sm TGR inh 2%, Pf growth 48h 495%[activator] and Pf growth 96h 13%.
`O=C(O)c1ccccc1/C=N/n1c(C2CCCCC2)n[nH]c1=S` gave LmPK inh -4%, HCV inh 19%, TbPYK inhibitor -15%, Sm TGR inh -8% and Pf growth 96h 20%.
`Cc1cccc(/C=C/c2onc(C)c2S(=O)(=O)N2CCC(C(=O)NC(C)(C)C)CC2)c1` gave LmPK inh -7%, HCV inh 7%, TbPYK inhibitor -2%, Sm TGR inh 1%, Pf growth 48h -5% and Pf growth 96h inconclusive.
O=C(c1ccc(-c2ccccc2)cc1)N1CCN(c2ccccc2F)CC1 was read as LmPK inh 0%, HCV inh -14%, TbPYK inhibitor 3%, Sm TGR inh 5%, Pf growth 48h 10% and Pf growth 96h -19%.
Screening Cc1ccc(S(=O)(=O)N2CCC(=O)N(CCOC(=O)Nc3cccc(Cl)c3)CC2)cc1 returned LmPK inh 2%, HCV inh inconclusive, TbPYK inhibitor -14%, Sm TGR inh 0%, Pf growth 48h -22% and Pf growth 96h -10%.
`COC(=O)c1[nH]c2cccc(OC)c2c1NC(=O)CN(C)CC1OCCO1` gave LmPK inh -1%, HCV inh 15%, TbPYK inhibitor 5%, Sm TGR inh -21%, Pf growth 48h 21% and Pf growth 96h 56%[activator].
COc1ccc(C)cc1NC(=O)CCNC(=O)c1ccco1 was read as LmPK inh 1%, HCV inh 1%, TbPYK inhibitor 1%, Sm TGR inh 10%, Pf growth 48h inconclusive and Pf growth 96h 15%.
Screening O=C(CCC(=O)c1ccc(Br)cc1)Nc1ccc(F)cc1 returned LmPK inh -3%, HCV inh 12%, TbPYK inhibitor -3%, Sm TGR inh 12%, Pf growth 48h 8% and Pf growth 96h 159%[activator].
For COc1cc2cc(C(=O)N3CCN(Cc4ccc5c(c4)OCO5)CC3)c(=O)oc2cc1OC the results were LmPK inh -1%, HCV inh 0%, TbPYK inhibitor 11%, Sm TGR inh 9%, Pf growth 48h -7% and Pf growth 96h 8%.
Screening COc1ccc(N2C(=O)/C(=C/c3ccc(N(C)C)o3)C(=O)NC2=S)cc1 returned LmPK inh 2%, HCV inh 1%, TbPYK inhibitor inconclusive, Sm TGR inh inconclusive and Pf growth 96h 1%.
For COc1cc2c(cc1OC)C1C(C(=O)Nc3ccccc3N3CCN(C)CC3)c3ccccc3C(=O)N1CC2 (centres undefined) the results were LmPK inh 3%, HCV inh 9%, TbPYK inhibitor 0%, Sm TGR inh -7%, Pf growth 48h -7% and Pf growth 96h -150%.
Screening COc1ccc(-c2c(C(F)(F)F)nn(C)c2NC(=O)c2cccnc2)cc1 returned LmPK inh -3%, HCV inh 24%, TbPYK inhibitor -4%, Sm TGR inh -3%, Pf growth 48h inconclusive and Pf growth 96h -21%.
`N#Cc1c(SCC(=O)Nc2cccc(F)c2)sc2c(O)cc(=O)[nH]c12` gave LmPK inh 5%, HCV inh 4%, TbPYK inhibitor -12%, Sm TGR inh -28%, Pf growth 48h 14% and Pf growth 96h 26%.
`CC(OC(=O)CCN=C1NS(=O)(=O)c2ccccc21)C(=O)NC1CCCCC1C` (centres undefined) gave HCV inh 12%, TbPYK inhibitor -8%, Sm TGR inh 9%, Pf growth 48h 0% and Pf growth 96h 10%.
`CCCN(CC(=O)Nc1ccccc1C)C(=O)C1CCN(C(=O)Nc2ccccc2)CC1` gave HCV inh 18%, TbPYK inhibitor -8%, Sm TGR inh 4%, Pf growth 48h -6% and Pf growth 96h inconclusive.
Screening CCN1CCc2c(sc(N)c2C(N)=O)C1 returned LmPK inh -1%, HCV inh 4%, TbPYK inhibitor -17%, Sm TGR inh -11%, Pf growth 48h 32%[activator] and Pf growth 96h 47%[activator].
Screening Cc1cc(C)nc(Nc2ncc(O)n2-c2ccc(C)c(C)c2)n1 returned LmPK inh -2%, HCV inh -5%, TbPYK inhibitor -5%, Sm TGR inh 22%, Pf growth 48h 11% and Pf growth 96h 33%.
COc1ccc(OC)c(C(=O)CSc2nc3c(c(=O)n(C)c(=O)n3C)n2C(C)C)c1 was read as LmPK inh -5%, HCV inh 5%, TbPYK inhibitor -1%, Sm TGR inh -2%, Pf growth 48h 5% and Pf growth 96h 15µM*.
CC1Sc2ccc(S(=O)(=O)N3CCC(C(N)=O)CC3)cc2NC1=O (centres undefined) was read as LmPK inh 2%, HCV inh 24%, TbPYK inhibitor 2%, Sm TGR inh -1%, Pf growth 48h 12% and Pf growth 96h inconclusive.
`COc1cc(C(=O)NCc2nnc(SCC(=O)c3ccc(Cl)cc3)o2)cc(OC)c1OC` gave LmPK inh 0%, HCV inh -21%, TbPYK inhibitor -4%, Sm TGR inh -15%, Pf growth 48h 7% and Pf growth 96h 8%.
Screening CCN1CCN(CCCNC(=O)c2ccc3c(=O)n(CCc4ccccc4)c(=O)[nH]c3c2)CC1 returned LmPK inh -1%, HCV inh 10µM*, TbPYK inhibitor -3%, Sm TGR inh -5%, Pf growth 48h inconclusive and Pf growth 96h inconclusive.
CCc1ccccc1NC(=O)C1CC(c2ccc(F)cc2)=NO1 (centres undefined) was read as LmPK inh 6%, HCV inh -13%, TbPYK inhibitor -12%, Sm TGR inh 7%, Pf growth 48h -4% and Pf growth 96h -6%.
Screening Cc1ncc(CO)c(/C=N/NC(=O)c2cccc(S(=O)(=O)N3CCCC3)c2)c1O returned HCV inh inconclusive, TbPYK inhibitor 0%, Sm TGR inh -4%, Pf growth 48h inconclusive and Pf growth 96h inconclusive.
For Cc1ccccc1/C=N/N=C1/NC(=O)CCS1 the results were LmPK inh -8%, HCV inh 2%, TbPYK inhibitor 8%, Sm TGR inh -20%, Pf growth 48h inconclusive and Pf growth 96h 34%[activator].
Cc1cccc(-n2nnnc2SCC(=O)c2cc(C)n(CC3CCCO3)c2C)c1 (centres undefined) was read as LmPK inh 4%, HCV inh inconclusive, TbPYK inhibitor -5%, Sm TGR inh -18%, Pf growth 48h -24% and Pf growth 96h inconclusive.
For CCC(C)(NC(=O)c1cccc(N2C(=O)CSC2c2ccccc2)c1)C(=O)Nc1ccccc1C (centres undefined) the results were LmPK inh 0%, HCV inh -29%, TbPYK inhibitor -6%, Sm TGR inh -1%, Pf growth 48h 3% and Pf growth 96h -9%.
`CCOC(=O)c1nc(NCc2ccccc2)c2ccccc2n1` gave LmPK inh -2%, HCV inh -28%, TbPYK inhibitor 2%, Sm TGR inh -2%, Pf growth 48h 0% and Pf growth 96h -4%.
`O=C(O)CCCC(=O)Nc1ccccc1C(=O)N1CCOCC1` gave LmPK inh 0%, HCV inh 14%, TbPYK inhibitor -1%, Sm TGR inh -4%, Pf growth 48h -1% and Pf growth 96h -5%.
`CCOC(=O)CNC(=O)CSc1ncnc2c1cnn2-c1ccccc1` gave LmPK inh -4%, HCV inh 4%, TbPYK inhibitor -2%, Sm TGR inh 4%, Pf growth 48h 13% and Pf growth 96h -3%.
For Cc1cc(C)n2nc(SCc3ccccc3C(=O)O)nc2n1 the results were LmPK inh 3%, HCV inh 10%, TbPYK inhibitor 1%, Sm TGR inh -1%, Pf growth 48h 23% and Pf growth 96h 42%[activator].
CC1=C(C(=O)N2CCN(c3cc(C)ccc3C)CC2)C2(CCC(C)CC2)OC1=O (centres undefined) was read as LmPK inh 0%, HCV inh -6%[8.37 µM], TbPYK inhibitor -3%, Sm TGR inh 0%&-12%, Pf growth 48h inconclusive and Pf growth 96h inconclusive.
`O=C1c2ccccc2C(=O)N1CSc1nnc(Nc2ccccc2)s1` gave LmPK inh 2%, HCV inh -18%, TbPYK inhibitor 3%, Sm TGR inh 7%, Pf growth 48h 22% and Pf growth 96h 28%[5.75 µM].
COc1ccccc1/C=N/n1c(N)c(S(=O)(=O)c2cccs2)c2nc3ccccc3nc21 was read as LmPK inh -2%, HCV inh -1%, Sm TGR inh 1% and Pf growth 48h 6.6µM*.
